L3MBTL1 block – qHTS Assay for the Inhibitors of L3MBTL1 | Potency, µM (highest dose often 57.1 µM), for inactives: at the highest dose activity, negative = inhibition, usual class: inhibitors | AlphaScreen L3MBTL1–H3K9me1 peptide binding | 230,000 compounds, 0.66% hits; active = well fitted inhibition curve with a large enough effect; inconclusive = small, poorly fitted or top-dose-only effect; inactive = no such curve, though single readings can be large or run the other way; note: nearly all actives have a fitted effect of over 60% in size
Target sequence (Q9Y468 whole entry, looked up): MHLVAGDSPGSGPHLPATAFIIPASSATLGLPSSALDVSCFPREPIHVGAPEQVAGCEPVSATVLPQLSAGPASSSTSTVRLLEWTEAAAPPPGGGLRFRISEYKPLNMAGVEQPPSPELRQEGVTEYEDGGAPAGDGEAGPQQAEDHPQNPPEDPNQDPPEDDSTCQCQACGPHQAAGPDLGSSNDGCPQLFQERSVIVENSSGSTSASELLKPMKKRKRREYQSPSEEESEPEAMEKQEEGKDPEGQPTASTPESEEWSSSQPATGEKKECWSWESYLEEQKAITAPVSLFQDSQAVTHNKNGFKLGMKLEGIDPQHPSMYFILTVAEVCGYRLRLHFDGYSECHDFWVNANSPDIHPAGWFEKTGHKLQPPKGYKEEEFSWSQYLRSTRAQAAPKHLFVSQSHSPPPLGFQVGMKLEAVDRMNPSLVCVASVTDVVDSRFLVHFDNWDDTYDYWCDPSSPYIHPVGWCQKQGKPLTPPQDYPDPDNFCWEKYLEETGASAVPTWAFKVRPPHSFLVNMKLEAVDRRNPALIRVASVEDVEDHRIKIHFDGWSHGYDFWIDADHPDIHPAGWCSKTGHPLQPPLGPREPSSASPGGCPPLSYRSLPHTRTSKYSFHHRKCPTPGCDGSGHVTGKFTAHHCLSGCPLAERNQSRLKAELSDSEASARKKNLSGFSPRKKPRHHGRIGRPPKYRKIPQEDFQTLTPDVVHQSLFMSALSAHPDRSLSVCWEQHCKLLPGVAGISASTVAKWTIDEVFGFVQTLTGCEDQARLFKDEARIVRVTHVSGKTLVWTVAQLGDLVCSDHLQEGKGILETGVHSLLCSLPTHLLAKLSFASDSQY
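Displacement of a biotinylated histone H3(1-15) peptide monomethylated at Lys9 (75 nM) from L3MBTL1 (50 nM) was measured by AlphaScreen after a 30 min room-temperature compound incubation; cefsulodin titration served as intraplate control.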
* marks the source's active call; other numbers are inactive results; ? = inconclusive; [ ] = remark or other dose. % is set by controls: 0 for no effect and ±100 for the full control effect; potency is the fitted concentration of half-maximal effect. Some of the compounds tested; rates above refer to the full screens.

SMILES	L3MBTL1 block
COc1cc(CC(=O)OCC(=O)Nc2ccc(N(C)C)cc2)cc(OC)c1OC	?
CCN(CC(=O)NCc1cccs1)C(=O)c1ccc(Cl)c(Cl)c1	7%
COc1ccc(NC(=O)c2cc(-c3ccccc3)on2)cc1	-1%[2.29 µM]
N#Cc1cccnc1N1CCN(C(=O)c2cccc3c2C(=O)c2ccc(-c4ccc(Cl)c(C(F)(F)F)c4)cc2S3(=O)=O)CC1	9%
COCCn1c(C)cc(C(=O)COC(=O)c2cccnc2SC)c1C	-11%
CCc1ccc(OCC(=O)NNC(=O)C2CCC2)cc1	-1%
CN(CC(=O)Nc1ccc(F)c(F)c1F)C(=O)c1n[nH]c(=O)c2ccccc12	40%[activator]
C[C@H](CO)N1C[C@H](C)[C@@H](CN(C)CC2CCCCC2)Oc2c(NS(=O)(=O)c3cn(C)cn3)cccc2C1=O	1%
Cc1c(C(=O)NCCN2CCOCC2)oc2ccc(Br)cc12	-5%
CC[C@@]1(C(=O)OC)N[C@H](CN(C)S(=O)(=O)c2ccc(C(C)(C)C)cc2)[C@@H]2C(=O)N(C)C(=O)[C@@H]21	1%
c1c(CC2CCCC2)nnn1C[C@H]1CC[C@@H]([C@@H]2CC[C@H](Cn3cc(CC4CCCC4)nn3)O2)O1	6%
CC1CCCN(C(=O)CN2C(=O)NC3(CCCCC3C)C2=O)C1 (configuration not stated)	6%
FC(F)(F)c1cccc(N2CCN(C3CC4CCC3C4)CC2)c1 (configuration not stated)	12%
CC1CCCN(S(=O)(=O)c2ccc(NC(=O)CN3CCCCC3)cc2)C1 (configuration not stated)	-4%
N#CCN(C(=O)COC(=O)C1CC2CCCC(C1)C2=O)c1ccccc1 (configuration not stated)	28%

Next section.
SMILES	L3MBTL1 block
O=C(COc1ccc(Br)cc1CO)Nc1ccc(S(=O)(=O)N2CCCCC2)cc1	1%
CC1(C)OC(=O)C=C[C@]2(C)[C@H]3CC[C@@]4(C)[C@H](c5ccoc5)OC(=O)[C@H]5O[C@]54[C@]3(C)C(=O)C[C@@H]12	1%
C[C@H](CO)N1C[C@H](C)[C@@H](CN(C)C(=O)NC2CCCCC2)Oc2c(NS(=O)(=O)c3ccc(F)cc3)cccc2C1=O	4%
CC(=O)N(Cc1cc2ccccc2[nH]c1=O)c1ccc(C)cc1	-5%
CCCCCCn1cc(C(=O)O)c(=O)c2cc(F)c(N3CCCCC3)cc21	-1%
CCN(CC)CCCn1c2c(c(SCC(=O)Nc3cccc(C(C)=O)c3)nc1=O)CCC2	-8%
COc1ccc(OCCSc2ccc(S(=O)(=O)N3CCCC3)cn2)cc1	8%
O=C(NCCN1CCOCC1)c1cccc(S(=O)(=O)Nc2cc(Cl)ccc2Cl)c1	11%
OCC1=C[C@@H](O)[C@@H]2C=CO[C@@H](O[C@@H]3O[C@H](CO)[C@@H](O)[C@H](O)[C@H]3O)[C@H]12	40%[activator]
COc1ccc(CC(=O)OCC(=O)c2ccc(S(=O)(=O)N3CCCCC3)cc2)cc1	4%
O=C(c1ccc(Br)c([N+](=O)[O-])c1)N1CCN(Cc2ccccc2)CC1	4%[2.29 µM]
CC(=O)C[C@@H](O)CC(=O)[C@@H]1OC(=O)CCCCCCc2ccccc21	0%
O=C1NC[C@@H](Cc2cccc3ccccc23)N(CCCCC2CCCCC2)C1=O	-5%
COc1cc(CNC(C)c2ccccc2)cc(Br)c1OCc1ccc(F)cc1 (configuration not stated)	23%
COc1ccccc1C(=O)NCCC(=O)N1CCN(C(=O)c2ccco2)CC1	-6%

Other records
SMILES	L3MBTL1 block
CCN1C(=O)[C@H]2[C@H]3CN=C(SCC(=O)c4ccccc4)N3[C@@](CC)(C(=O)OC)[C@H]2C1=O	8%
CCOc1ccc2oc(C(=O)N(CC)CC(=O)Nc3ccc(NC(C)=O)cc3)c(C)c2c1	-2%
CCN(CC(=O)Nc1c(F)cccc1F)C(=O)c1cnccn1	2%
CCCCOc1c(Br)cc(CNCCCN2CCOCC2)cc1OC	1%
Cc1ccc(C)c(S(=O)(=O)N2CCN(C(=O)CCNC(=O)c3ccc(Br)cc3)CC2)c1	6%
COc1cc2c(cc1OC)CN(C(=O)c1cc(C3CC3)nn1-c1ccccc1)CC2	-1%
O=C(c1cccc(S(=O)(=O)Nc2ccc(F)cc2)c1)N1CCC1	?
C[C@H](CO)N1C[C@H](C)[C@@H](CN(C)Cc2ccc(-c3ccccc3)cc2)Oc2ccc(NC(=O)Cn3cnnn3)cc2C1=O	-1%
CC1CCCC(N2CCN(C(=O)c3ccccc3F)CC2)C1 (configuration not stated)	3%
COC(=O)C1=C(C)N(Cc2ccccc2)C(=NCCCCO)N[C@H]1CCc1ccccc1	5%
CC(C)Oc1ccc(CNC(=O)CCC(=O)N2CC(C)Sc3ccccc32)cc1 (configuration not stated)	0%
Cc1ccc(C(=O)OCC(=O)N2CC(C)CC(C)C2)cc1S(=O)(=O)N1CCCCC1 (configuration not stated)	-1%
CCCn1nnnc1NCc1ccc(C(C)C)cc1	-1%
C[C@H](CO)N1C[C@H](C)[C@@H](CN(C)Cc2ccc(Cl)c(Cl)c2)Oc2ccc(NC(=O)Cn3cnnn3)cc2C1=O	-3%
COc1cccc(/C=C/C(=O)OCC(=O)N2CCN(c3ccccc3)CC2)c1	-3%

More structures:
SMILES	L3MBTL1 block
CC(C)c1ccc(CN2CCSCC2)cc1	26%
COC(=O)CCNC(=O)c1ccc2nc(Cc3ccc(OC)c(OC)c3)oc2c1	-4%
O=C(OCc1nc2ccsc2c(=O)[nH]1)c1ccco1	-1%
O=[N+]([O-])c1ccccc1CNCCCCCO	13%
O=C(COC(=O)c1ccc(Cl)cc1[N+](=O)[O-])NCc1ccco1	-11%
O=C(O)c1ccc(N2C(=O)CC(N3CCN(c4cccc(C(F)(F)F)c4)CC3)C2=O)cc1 (configuration not stated)	-2%
Cc1ccccc1OCC(=O)Nc1ccc(N2CCOCC2)cc1N1CCOCC1	-5%
COc1cc(C(=S)N2CCCC2)ccc1OCc1ccccc1	-5%
COc1ccc(CN(C)C(=O)Cn2cnc3c(SC)nc(N)nc32)cc1OC	3%
COCCNC(=O)c1onc(CSc2cccc(OC)c2)c1C(=O)NCCOC	9%
CCCc1cc(=O)[nH]c(SCC(=O)Nc2ccc(C(=O)Nc3ccccc3OC)cc2)n1	6%
COc1ccc(NC(=O)c2ccc(CN3CCc4ccccc4C3)cc2)c(OC)c1	1%[2.29 µM]
Cc1cc(=O)oc2c3c(cc(OCC(=O)NCc4ccco4)c12)OC(C)(C)CC3	3%
CN(CC(=O)Nc1ccc(Cl)c(Cl)c1)C1CCCCC1	10%
CC#CC(=O)NC1CCCN(C2Cc3ccccc3C2)C1 (configuration not stated)	2%

Next entries.
SMILES	L3MBTL1 block
Cc1oc(-c2ccccc2Cl)nc1CS(=O)(=O)CC(=O)NCCc1ccccc1	3%
CCOCCCNCC(=O)Nc1cc(S(=O)(=O)N2CCOCC2)ccc1N1CCOCC1	10%
O=C(CSc1ccccn1)N1CCNC1=O	1%
Cn1c(SCC(=O)NCC2CCCO2)nc2scc(-c3ccccc3)c2c1=O (configuration not stated)	1%
CC(=O)Nc1ccc(S(=O)(=O)NCC(=O)NNC(=O)COc2ccccc2Cl)cc1	-1%
NC(=O)CC(c1ccccc1)c1ccc2c(c1)OCO2 (configuration not stated)	3%
N#Cc1ccc(Nc2nc(-c3ccc(O)cc3O)cs2)cc1C(F)(F)F	-3%
Cc1ccccc1S(=O)(=O)N1[C@@H](c2ccccc2)C(C(=O)O)=CC[C@H]1c1ccc(Cl)cc1	-7%
O=C(CN1C(=O)NC2(CCCC2)C1=O)Oc1ccc2ccc(=O)oc2c1	1%
Cc1ccsc1C(=O)N(Cc1nnc(-c2ccccc2Cl)o1)C1CC1	3%
COc1ccc(S(=O)(=O)N2CCCCC2)cc1NC(=O)CCc1nc2ccccc2c(=O)[nH]1	-1%
Cc1ccc(COC(=O)c2cccc(S(=O)(=O)N3CCCCC3)c2)cc1	33%[activator]
CCCCN1CC(=O)N2[C@H]3c4ccc(OC)cc4OC[C@@H]3[C@H](c3ccccc3)[C@]2(C)C1=O	-1%
Cc1ccc(S(=O)(=O)NCCC(=O)OCc2ccc([N+](=O)[O-])cc2)cc1C	-8%
O=C(c1ccco1)N1CCN(Cc2cc(=O)c(OCc3ccccc3Cl)co2)CC1	-4%

(next part)
SMILES	L3MBTL1 block
Cc1c(C)n2c(SCC(=O)N3CCN(c4ccccc4)CC3)nnc2[nH]c1=O	9%
O=C(Nc1ccccc1)[C@@H]1CCCN1S(=O)(=O)c1ccc(Cl)cc1	-2%
COC(=O)[C@H](CC(C)C)N(Cc1ccccc1)S(=O)(=O)N(Cc1ccccc1)[C@@H](CC(C)C)C(=O)OC	4%
CCc1ccc(Nc2n[n+](-c3ccccc3)c(-c3cccc(Cl)c3Cl)s2)cc1	-4%
CCOc1ccc(C2NC(=O)CCC2[N+](=O)[O-])cc1 (configuration not stated)	3%
c1ccc(C[C@H]2CN=C(Nc3ccccc3)N2CC2CCCCCC2)cc1	-2%
CCc1ccc(Nc2nc(C)cc(C)n2)cc1	-3%
Cc1ccc(C(C)(C)C)cc1S(=O)(=O)Nc1cccc(C(=O)N2CCN(c3ccccn3)CC2)c1	-15%
CC1CCCCC12NC(=O)N(CC(=O)NNC(=O)c1ccc(Br)cc1)C2=O (configuration not stated)	-9%
C=CCn1cnnc1SCC(=O)N(C)CC1COc2ccccc2O1 (configuration not stated)	3%
CCCCn1c(N)c(N(CCC(C)C)C(=O)C2CC(=O)N(Cc3ccc(C)cc3)C2)c(=O)[nH]c1=O (configuration not stated)	0%
CCN(CC(=O)Nc1c(F)cccc1F)C(=O)Cn1c(=O)cnc2ccccc21	3%
COCCNC(=O)CN(C(=O)CCC(=O)Nc1ccccn1)c1ccc(C)cc1	4%
CC(=O)N1CCN(CC(O)Cn2c3ccccc3c3ccccc32)CC1 (configuration not stated)	1%
Cc1cc(Nc2ccc(N(C)C)cc2)n2ncnc2n1	0%

4 of these compounds, set out differently.
c1ccc(C[C@H]2CN=C(Nc3ccccc3)N2CC2CCCCCC2)cc1
  L3MBTL1 block: -2%

CC1CCCCC12NC(=O)N(CC(=O)NNC(=O)c1ccc(Br)cc1)C2=O (configuration not stated)
  L3MBTL1 block: -9%

Cc1c(C)n2c(SCC(=O)N3CCN(c4ccccc4)CC3)nnc2[nH]c1=O
  L3MBTL1 block: 9%

CCc1ccc(Nc2n[n+](-c3ccccc3)c(-c3cccc(Cl)c3Cl)s2)cc1
  L3MBTL1 block: -4%

The list goes on:
SMILES	L3MBTL1 block
CCOCCCNC(=S)N(CCCN(C)C)Cc1cc2cc3c(cc2[nH]c1=O)OCCO3	-2%
Cc1noc(C)c1S(=O)(=O)N(C)C[C@H]1Oc2ccc(NS(=O)(=O)c3cn(C)cn3)cc2C(=O)N([C@H](C)CO)C[C@@H]1C	3%
COc1cc(N)c(Cl)cc1C(=O)OCC(=O)NCC1CCCCC1	6%
C=CCN1C(=O)c2ccc(C(=O)N3CCN(S(=O)(=O)c4ccccc4Br)CC3)cc2C1=O	-2%
Cc1cc(C)cc(OCC(=O)N(C)CC(=O)Nc2ccc(Cl)c(C(F)(F)F)c2)c1	1%
CCN(CC(=O)NCc1cccs1)C(=O)c1cccc(Cl)c1	2%
Cn1c(-c2cccc([N+](=O)[O-])c2)cnc1NCc1cccc(F)c1	-18%
CC(C)C(=O)Nc1ccc(-c2nc3ncccc3o2)cc1	4%
CCCCn1c(N)c(N(C)C(=O)C2CCCC2)c(=O)[nH]c1=O	5%
CC(=O)c1ccccc1NC(=O)c1cc(S(=O)(=O)N2CCOCC2)ccc1N1CCCC1	2%
CCC1CCCCN1C(=O)COc1ccc2c3c(c(=O)oc2c1)CCC3 (configuration not stated)	-1%
O=C(NCc1ccccn1)c1ccccc1OCc1ccc(Cl)cc1Cl	4%
CC(Sc1nnc(C2CC2)n1C1CC1)C(=O)Nc1cccc(S(=O)(=O)N(C)C)c1 (configuration not stated)	4%
O=c1[nH]c2ccc(NCc3ccc(F)cc3)cc2[nH]1	-27%
O=C(COc1ccc(Br)cc1)NCCN1CCCC1	0%[2.29 µM]

(more compounds)
SMILES	L3MBTL1 block
CC(C(=O)NCC1CCCCC1)N1CCN(S(=O)(=O)c2cccs2)CC1 (configuration not stated)	-7%
CCOc1ccccc1C(=O)OCC(=O)Nc1cccc(S(=O)(=O)N2CCCC2)c1	2%
COc1ccc(Cc2nnc(SCC(=O)c3c(N)n(C4CC4)c(=O)[nH]c3=O)o2)cc1	7%
O=C(NCC1CCCN1S(=O)(=O)c1cccs1)C(=O)Nc1ccccc1Cl (configuration not stated)	-10%
CCN(CC)c1nc(C(F)(F)F)nc2c1nnn2Cc1ccccc1	27%
COc1cc(CCCN2CCNC[C@@H]2Cc2ccc(O)cc2)cc(OC)c1OC	4%
O=C(COC(=O)c1cccc(S(=O)(=O)N2CCOCC2)c1)NCc1ccc2c(c1)OCO2	-5%
c1ccc([C@H]2CN3C(=N2)Sc2ccccc23)cc1	7%
NC(=O)c1ccc(NC(=O)COC(=O)CCCOc2ccccc2)cc1	-8%

Screening data: PubChem, National Center for Advancing Translational Sciences (NCATS)
